hcGAS inh: Primary biochemical luminescence assay for human cyclic GMP-AMP synthase inhibitors | Q8N884 | AID 1259398, 2018 | inhibition, % at 12.5 µM | recombinant h-cGAS, ATP depletion, Kinase-Glo luminescence | 290,000 compounds, 0.081% hits;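 also: 0% = vehicle reaction and 100% = reaction without DNA for no activity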
Target sequence (Q8N884 whole entry, looked up): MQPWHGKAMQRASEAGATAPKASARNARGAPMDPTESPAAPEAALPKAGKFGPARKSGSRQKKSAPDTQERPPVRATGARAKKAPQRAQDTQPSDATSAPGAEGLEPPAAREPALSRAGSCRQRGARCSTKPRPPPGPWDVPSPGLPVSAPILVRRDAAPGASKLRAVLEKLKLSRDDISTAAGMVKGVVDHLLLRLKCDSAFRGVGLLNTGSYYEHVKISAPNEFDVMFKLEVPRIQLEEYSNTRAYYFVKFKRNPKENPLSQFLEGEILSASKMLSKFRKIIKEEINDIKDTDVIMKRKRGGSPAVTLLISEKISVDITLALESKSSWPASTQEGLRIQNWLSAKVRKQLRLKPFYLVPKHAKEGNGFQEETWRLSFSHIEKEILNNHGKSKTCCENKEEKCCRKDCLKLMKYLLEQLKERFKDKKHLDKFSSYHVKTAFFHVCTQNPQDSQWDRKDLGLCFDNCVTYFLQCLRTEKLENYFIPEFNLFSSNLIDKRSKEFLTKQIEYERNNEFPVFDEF
mcGAS lum: cyclic GMP-AMP synthase inhibitors, mouse, primary biochemical chemiluminescence. inhibition, % at 12.5 µM. recombinant cGAS, Kinase-Glo ATP depletion luminescence. Q8C6L5. 160,000 compounds, 0.15% hits;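 also: 0% = negative control wells and 100% = reference inhibitor with no enzyme activity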
NPYLR7 ag: agonists of mosquito NPYLR7 receptor, primary screen, cell-based, Aedes aegypti, calcium fluorescence, mosquito biting behavior. AID 1259423, 2018. activation, % at 10 µM. HEK293T NPYLR7/Galpha15, GCaMP6s calcium fluorescence. 270,000 compounds, 0.15% hits. Aedes aegypti neuropeptide Y-like receptor 7 (NPYLR7); in the data active = activation above about 40%;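 also: 0% = vehicle and 100% = reference agonist at the receptor; some compounds past the cut are filed as inactive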
Starred values were filed as active, the others as inactive; / = no result given; & = joins results of further samples. Rule as the data show it, unless noted: active = inhibition above about 40%; inactive = the rest.

SMILES,hcGAS inh,mcGAS lum,NPYLR7 ag
O=C(NC12CC3CC(CC(C3)C1)C2)N(Cc1cccc(OS(=O)(=O)c2cccc(C(F)(F)F)c2)c1)Cc1ccco1,-3,-3,0
COc1cc(C2=N/C(=C\c3coc4c(Cl)cc(Cl)cc4c3=O)C(=O)O2)cc(OC)c1OC,1,/,-2
O=C(CN1CSCC1=O)NCc1ccccc1Cl,-11,-9,10
COc1ccc(OC)c(C2CC(c3cccnc3)=Nc3nnnn32)c1 (configuration not stated),-7,/,8
COc1ccc(S(=O)(=O)CCC(=O)N=c2sc3ccc(OC)cc3n2CCSC)cc1,-13,/,-3
CCOc1ccc(CC(=O)N2CCN(c3ccc(NC(=O)c4ccccc4)nn3)CC2)cc1,-11,/,7
CCc1nc(CN(C)Cc2ccc(OC)c(C)c2C)no1,-4,-6,14
O=C(NC1CC2CCC(C1)N2Cc1ccc2c(c1)OCO2)c1cccc2c1-c1ccccc1C2=O (configuration not stated),-5,-4,2
COc1ccc(NC(=O)NCc2nnc(SCc3ccccc3)n2-c2cc(Cl)ccc2C)c(OC)c1,-2,-4,7
CCCCN(CC(=O)N(CCc1c[nH]c2ccccc12)Cc1ccccc1)C(=O)Nc1ccc(C)c(C)c1,-8,-4,-3
CCOc1ccccc1NC(=O)N(CC(=O)N(Cc1cccn1C)C1CC1)CC(C)C,-6,-4,-6
COC(=O)c1ccc2c(c1)CC(CNC(=O)c1ccco1)O2 (configuration not stated),-1,-3,21
COc1ccc(-c2cc(C(=O)N3CCN(Cc4ccccc4)CC3)nc3c(-c4ccccc4)c(C)nn23)cc1,-8,-10,8
C=CCn1c(=O)c2c(ncn2Cc2ccccc2Cl)n(-c2cccc(F)c2)c1=O,-4,/,3
O=C(CCC1CCN(Cc2ccc3nsnc3c2)CC1)N1CCN(c2ccccc2)CC1,-5,-8,6
Cc1cc(O)c(C=Nc2ccc(Br)cc2)c(=O)o1,-10,/,0
COc1cc(C(=O)OCC(=O)c2ccc(C3CCCCC3)cc2)c([N+](=O)[O-])cc1OC,-4,-3,0
CN1C[N+]([O-])=C(c2ccccc2)C1(C)C,-4,/,1
C=CCn1c(SCC(=O)c2[nH]c(C)c(C(C)=O)c2C)nc2sc3c(c2c1=O)CCC3,2,/,-12
COCC(O)CN1CCC(N(C)Cc2noc(C(C)C)n2)C1 (configuration not stated),-13,/,4

Grouped by structure, those above with four or more nitrogen atoms (nine)
SMILES,hcGAS inh,mcGAS lum,NPYLR7 ag
COc1ccc(OC)c(C2CC(c3cccnc3)=Nc3nnnn32)c1 (configuration not stated),-7,/,8
CCOc1ccc(CC(=O)N2CCN(c3ccc(NC(=O)c4ccccc4)nn3)CC2)cc1,-11,/,7
COc1ccc(NC(=O)NCc2nnc(SCc3ccccc3)n2-c2cc(Cl)ccc2C)c(OC)c1,-2,-4,7
CCCCN(CC(=O)N(CCc1c[nH]c2ccccc12)Cc1ccccc1)C(=O)Nc1ccc(C)c(C)c1,-8,-4,-3
CCOc1ccccc1NC(=O)N(CC(=O)N(Cc1cccn1C)C1CC1)CC(C)C,-6,-4,-6
COc1ccc(-c2cc(C(=O)N3CCN(Cc4ccccc4)CC3)nc3c(-c4ccccc4)c(C)nn23)cc1,-8,-10,8
C=CCn1c(=O)c2c(ncn2Cc2ccccc2Cl)n(-c2cccc(F)c2)c1=O,-4,/,3
O=C(CCC1CCN(Cc2ccc3nsnc3c2)CC1)N1CCN(c2ccccc2)CC1,-5,-8,6
COCC(O)CN1CCC(N(C)Cc2noc(C(C)C)n2)C1 (configuration not stated),-13,/,4

More results:
SMILES,hcGAS inh,mcGAS lum,NPYLR7 ag
CCc1noc(CN2CCc3onc(C(c4ccccc4)c4ccccc4)c3C2)n1,-4,-16,1
COc1ccc(OCCOc2ccc(Cl)c(C)c2)cc1,-11,/,20
CN(Cc1cc2n(n1)CCCNC2)CC1COCCO1 (configuration not stated),-5,-11,4
Cc1cccc(Cl)c1NC(=O)N1CCCCC1CCN1CCOCC1 (configuration not stated),-3,/,4
CC(NS(=O)(=O)c1cnn(C)c1)C(=O)N1CCc2ccccc2C1 (configuration not stated),-8,/,7
O=C(CCC(F)(F)F)NCc1noc(C2CC2)n1,-12,-6,/
Cc1cccc(C(=O)N(Cc2ccco2)Cc2cc(NC(=O)c3cccc(F)c3)ccc2N(C)C)c1,2,-5,7
CC(C)c1nc(C(=O)N2CCC3(CC2)c2ccccc2[C@@H](N)[C@@H]3O)cs1,-5,-8,/
CC(C(=O)N(C)Cc1ccc(Br)o1)n1cncn1 (configuration not stated),-9,/,1
CC(=O)c1cccc(N2C(=O)C3C4C=CC(C4)C3C2=O)c1 (configuration not stated),-2,/,1
CC(C)C(Nc1ccc(S(=O)(=O)N2CCOCC2)cc1[N+](=O)[O-])c1ccccc1 (configuration not stated),-11,/,1
CCNC(=S)NCc1ccc2c(c1)cc(C)n2C,2,/,6
Cc1ccc(-n2c(SCc3ccc(C(=O)NCc4ccco4)cc3)nnc2-c2ccncc2)cc1,-12,-3,15
Cc1ccc(-c2nnc(SCCCC(=O)N3CCN(C(=O)c4ccc(C)c([N+](=O)[O-])c4)C(C)C3)n2-c2ccc(C)cc2)cc1 (configuration not stated),-2,-5,16
CCCCC(=O)N1CCc2[nH]nc(C(=O)NCC3CCCO3)c2C1 (configuration not stated),-5,/,20
CCN(CC)S(=O)(=O)c1ccc(N=Nc2ccc3ccccc3c2O)cc1,-3,/,2
O=[N+]([O-])c1cc2c(cc1N=Nc1ccc(O)c3ccccc13)OCCO2,-13,/,-2
O=C(CNC(=O)c1ccco1)Nc1nc(-c2ccc(Cl)cc2)cs1,-3,/,-6
COc1cccc(CN(CC2CC(c3ccc4c(c3)OCO4)=NO2)C(=O)NC(C)C)c1 (configuration not stated),0,-1,-1
COc1cn(CC(=O)N2CCCc3ccccc32)c(CSc2ncccn2)cc1=O,-8,-9,-3
CNC(=O)CCc1csc(NC(=O)Nc2ccc(OC)cc2)n1,0,/,11
CN(CC1(CO)CCCC1)c1ccnc(C(=O)NCc2cccnc2)c1,-10,/,6
O=S1(=O)c2cccnc2OC(CN2CCOCC2)CN1Cc1cccs1 (configuration not stated),2,-5,6
CC(C)=CCC/C(C)=C/CNC(=O)c1cncn1-c1ccc(-c2ccc(F)c(F)c2)cc1,1,0,2
COc1ccc2[nH]c(C(=O)N3CCCC(CCc4ccc(F)cc4)C3)c(C)c2c1 (configuration not stated),-5,-11,8
COCCn1cc(NC(=O)NCCCc2ccccc2)c2ccccc21,-7,/,12
CCn1ccnc1Cn1nc(C2CCNCC2)n(CC)c1=O,1,/,3
O=C(CSc1ccc(F)c(F)c1)N1CCC(NS(=O)(=O)c2cccs2)CC1,-10,/,5
CN(C)CCCn1c(=S)[nH]c2sc3c(c2c1=O)CCCC3,-1,-2,1
COc1ccc(-c2nc(NCc3ccco3)c3ccc(Cl)cc3n2)cc1,-6,-5,-4
CCn1c(N2CCN(Cc3cccc4ccccc34)CC2)nc2c1c(=O)[nH]c(=O)n2C,-6,/,2
Cc1nc([N+](=O)[O-])c(N2CCOCC2)n1Cc1ccccc1,-5,/,1
CCN(C(=O)C(C)Nc1ccc(F)c(NC(C)=O)c1)c1ccccc1 (configuration not stated),-8,-15,15
O=C(c1cc(-c2ccc(F)cc2)nn1-c1cccc(Cl)c1)N1CCN(C(c2ccccc2)c2ccccc2)CC1,8,-2,1
COc1ccc(C(=O)NC2CCN(c3ccccc3C(=O)NCc3cccc(C(F)(F)F)c3)CC2)cc1,0,-2,-14
CN(C)c1cc(N(C)CC2CC(=O)N(C(C)(C)C)C2)ncn1 (configuration not stated),0,/,-2
Cn1c(C(=O)NCCCN2CCCC2=O)cc2c(=O)n3ccccc3nc21,-7&2,-5,2&6
CCOc1ccc(NC2CC(=O)NC2=O)cc1 (configuration not stated),-2,/,-4
CCN(CC)C(=O)c1c(-c2ccccc2Cl)noc1C,2,-3,-7
CC(=O)N1N=C(c2cccnc2)OC1C(=O)N1CCC(O)(c2ccccc2)CC1 (configuration not stated),3,/,11
CCN1C(=S)NC(c2cccc(NC(=O)c3ccc([N+](=O)[O-])cc3)c2)C(C(=O)OC)=C1C (configuration not stated),-5,-8,/
CNc1ccc(-c2ccccc2C(C)=O)cn1,-12,/,5
COC(=O)C(c1ccc(C(C)(C)C)cc1)C1C=CC(NC(=O)c2cc(F)cc(C(F)(F)F)c2)C1 (configuration not stated),5,2,5
Cn1c(=O)c2c(-c3ccccc3)n(NC(=O)COc3ccccc3)cc2n(C)c1=O,-4,/,-13
O=C(C1CC2C=CC1C2)N1CCc2cc(S(=O)(=O)NC3CCCC3)ccc21 (configuration not stated),-3,/,7
O=c1c2ccccc2oc2nc(-c3ccccc3)n(-c3ccccc3)c(=O)c12,-5,/,7
C=CCN1C(=O)C2(c3ccccc31)c1c(cc(C)n(C)c1=O)OC(=N)C2C#N (configuration not stated),-6,-9,0
CCOC(=O)c1cc(-c2cccc(NC(=O)c3oc4ccccc4c3C)c2)n(-c2ccccc2OC)n1,-4,-7,18
Clc1ccc(CN2CCN(CCOCC3CCCO3)CC2)s1 (configuration not stated),6,/,1
COc1ccc(OC)c(S(=O)(=O)NCCSC2Sc3ccccc3NC2=O)c1 (configuration not stated),-1,/,4
CC1C(=O)N(c2ccc(Cl)cc2Cl)CCN1C(=O)CCc1ccccc1 (configuration not stated),-3,-3,-4
CN(c1ccccc1)N1CC(C(=O)Nc2ccc(-c3ccccc3)cc2)CC1=O (configuration not stated),-2,-2,-4
Cn1c(CCCNC(=O)c2c(O)cccc2O)nc2ccccc21,-1,2,-5
CC(C)CCN(Cc1c(-c2ccccc2)noc1N1CCN(C)CC1)C(=O)c1ccc(Cl)cc1,-2,0,-13
CC(Sc1ccc(C#N)cn1)C(=O)Nc1ccc(C(C)(C)C)cc1 (configuration not stated),-8,/,2
CN1C(=O)CC(C(=O)Nc2ccc(F)cc2)SC1=Nc1cccc(C(F)(F)F)c1 (configuration not stated),7,/,2
COc1cc(=O)n(-c2ccc(C)cc2)nc1C(=O)N1c2ccc(F)cc2CCC1C (configuration not stated),-6,-8,10
Cc1ccc(C)c(C(C)NS(=O)(=O)c2cccc(C#N)c2)c1 (configuration not stated),-8,/,8
CS(=O)(=O)N1CCC(NCC2(N3CCOCC3)CCCCC2)CC1,-4,-12,5
Cc1cn2c3c(=O)n(CCC(C)C)c(=O)n(C)c3nc2n1-c1ccc(F)cc1,-4,-9,7

(cont.)
SMILES,hcGAS inh,mcGAS lum,NPYLR7 ag
CN(C)c1nc(N2CCN(c3ccccc3)CC2)nc2c1CN(C(=O)C1CCCC1)CC2,-3,-5,/
c1nc(NCCN2CCOCC2)c2sc3nc(N4CCOCC4)c4c(c3c2n1)CCCC4,-5,/,12
O=C(CCc1cccc(Cl)c1Cl)Nc1ncn[nH]1,-15,/,1
CCNc1ccccc1C(C)(C)C,-7,/,18
CCOC(=O)c1c(NC(=O)c2ccc(F)c(F)c2F)c(-c2ccc3c(c2)OCO3)cn1C,8,3,4
CCCN(Cc1csc(COc2ccc(OC)cc2)n1)S(=O)(=O)c1ccc(OC)cc1,-4,-6,-9
CC(=O)C(C)n1c(=O)oc2ccc(Cl)cc21 (configuration not stated),-11,-3,17
CCOc1ccccc1NC(=O)N1CCSC1c1cc(OC)cc(OC)c1 (configuration not stated),-1,-4,2
Cc1ccccc1CCNC(=O)Cn1nc2c(cc1=O)CCCC2,-3,-6,5
COc1ccc(C2SCC(=O)N2CC(O)c2ccccc2)cc1 (configuration not stated),-4,-6,2
C=CCc1cccc(C=NNC(=O)c2cccs2)c1O,-5,-4,-1
NC(=O)c1ccc[n+](CC(=O)Nc2ccc3c(c2)CCC3)c1,-8,/,3
CCOC(=O)C1(C)CCCCN1C(=O)c1ccc(F)c(C)c1 (configuration not stated),-6,/,-5
O=c1[nH]c(CSc2nnnn2C2CCCC2)nc2cc(Cl)ccc12,0&5,1,8&2
O=C(Nc1ccc2[nH]cc(CCN3CCN(c4cccc(C(F)(F)F)c4)CC3)c2c1)c1ccccc1OC(F)(F)F,-9,-6,-2
Cc1cccnc1NC(=O)CC1CSc2nc3c(c(=O)n21)CCCC3 (configuration not stated),-4,/,1
O=C1C(C(c2ccccc2)N2CCC3(CC2)OCCO3)Sc2nc(-c3ccco3)nn21 (configuration not stated),-7,-7,-4
CCCn1c(=O)c(C(=O)NCc2ccccn2)nn(-c2ccc(OC)c(OC)c2)c1=O,-7,-7,17
CC1(C)CC(=O)C(C(Nc2sc3c(c2C#N)CCC3)Nc2sc3c(c2C#N)CCC3)C(=O)C1,-3,/,19
O=C(OCc1cc(Cl)c2c(c1)OCCO2)c1n[nH]c(=O)c2ccccc12,-1,/,8
Cc1cc(C)nc(SC/C=C/CSc2nc(C)cc(C)n2)n1,3,/,5
Cn1nccc1-c1ccc2c(n1)C(=O)N(C1(C(=O)NCC3CC3)CC1)C2,-3,-6,-14
CCC(C)N1C(=O)/C(=C\c2c(C)n(C)n(-c3ccccc3)c2=O)N(C)C1=S (configuration not stated),-3,-9,25
CC(C)(C)c1ccc(COc2ccccc2C(N)=O)cc1,-14,-8,8

Not a hit list; overall some 0.27% were active at least once.
